Screens from PubChem BioAssay.
MITF inh: blocks human microphthalmia-associated transcription factor. O75030. AlphaScreen MITF homodimerization, bead proximity signal. inhibition, % at 2.6 µM. hit rate 0.91% among 650,000; in the data active means inhibition above about 50%;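 further: 0% = vehicle wells with protein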
Target sequence (O75030 whole entry, looked up): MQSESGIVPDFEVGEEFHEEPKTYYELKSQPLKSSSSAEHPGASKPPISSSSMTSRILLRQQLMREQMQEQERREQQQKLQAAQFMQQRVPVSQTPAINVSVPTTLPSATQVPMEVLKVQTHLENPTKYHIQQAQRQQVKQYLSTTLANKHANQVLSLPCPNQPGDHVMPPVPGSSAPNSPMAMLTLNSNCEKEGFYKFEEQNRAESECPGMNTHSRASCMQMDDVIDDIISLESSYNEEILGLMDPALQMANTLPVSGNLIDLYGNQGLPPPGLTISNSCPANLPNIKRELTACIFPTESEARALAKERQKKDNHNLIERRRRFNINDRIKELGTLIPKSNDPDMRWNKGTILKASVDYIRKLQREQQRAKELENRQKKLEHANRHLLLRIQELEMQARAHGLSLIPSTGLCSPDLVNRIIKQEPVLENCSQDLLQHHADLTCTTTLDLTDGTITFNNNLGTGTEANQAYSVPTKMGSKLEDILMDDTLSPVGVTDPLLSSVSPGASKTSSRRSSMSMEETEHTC
TEAD-YAP inh: TEAD-YAP interaction inhibition; HEK-TIYL cells, TEAD-Gal4/YAP UAS-luciferase luminescence; inhibition, % at 9.12 µM; hit rate 1.4% among 640,000; AID 1259422; in the data active means inhibition above about 32%;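 further: 0% = median of test compound wells and 100% = reference inhibitor wells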
GPR151 activ: human GPR151 activation; Q8TDV0; PathHunter beta-arrestin GPR151 cells, luminescence; activation, % at 11.2 µM; hit rate 1% among 650,000; AID 1508602; in the data active means activation above about 4.9%;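 further: 0% = median of compound wells and 100% = cells with positive control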
Target sequence (Q8TDV0 whole entry, looked up): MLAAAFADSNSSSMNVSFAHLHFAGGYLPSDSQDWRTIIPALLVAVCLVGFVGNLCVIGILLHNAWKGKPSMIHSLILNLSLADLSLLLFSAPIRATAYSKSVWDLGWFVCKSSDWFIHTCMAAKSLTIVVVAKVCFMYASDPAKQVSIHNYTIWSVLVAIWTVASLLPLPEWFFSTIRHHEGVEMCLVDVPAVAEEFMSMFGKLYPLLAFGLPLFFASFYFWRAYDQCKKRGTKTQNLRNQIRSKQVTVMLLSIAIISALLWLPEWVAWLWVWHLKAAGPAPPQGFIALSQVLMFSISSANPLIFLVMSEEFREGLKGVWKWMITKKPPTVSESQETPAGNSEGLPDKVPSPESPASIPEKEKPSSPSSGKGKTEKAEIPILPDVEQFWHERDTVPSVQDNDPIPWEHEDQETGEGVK
FBW7 activator: human FBW7 E3 ligase activation, primary screen; Q969H0; AlphaScreen FBW7–phospho-cyclin E peptide binding, activator screen; normalized activity (activation), % at 26.1 µM; hit rate 0.13% among 650,000; AID 1259310; in the data active means normalized activity above about 1.9%;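 further: purified mutant Fbw7 with reduced substrate affinity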
* marks the source's active call; other numbers are inactive results.

SMILES	MITF inh	TEAD-YAP inh	GPR151 activ	FBW7 activator
COC(CNS(=O)(=O)c1ccc2c(c1)oc(=O)n2C)OC	5	10	-1.7	0.3
CC(=O)N1CCc2cc(C(=O)CN3CCC(C)CC3)ccc21	-9	1	-0.5	0.1
COc1ccc(CN=CC2=C(O)CNC2=O)cc1OC	2	1	-0.3	0.0
NC(=O)C1CCC(NC(=O)c2ccc3snnc3c2)CC1 (stereo not drawn)	12	-1	-1.8	0.1
COc1nsnc1NS(=O)(=O)c1ccc(NC(=S)NC(=O)/C=C/c2cccs2)cc1	12	14	0.6	-0.1
O=c1[nH]c(=O)n(-c2ccc(Cl)cc2)c(O)c1C=Nc1ccc(S(=O)(=O)CCO)cc1	16	3	-1.1	0.4
O=C(CSCc1ccc(F)cc1)NCc1ccc(F)cc1	-14	-8	0.1	0.3
O=C(CCc1nnc(CCCCc2ccccc2)o1)N1CCCC1	14	1	0.0	0.4
O=C(CSc1nc2ccccc2c(=O)n1CC1CCC(C(=O)NCc2ccco2)CC1)NCc1ccco1 (stereo not drawn)	19	3	0.7	0.4
Cc1csc2c(=O)n(Cc3ccccc3)cnc12	10	-6	-2.8	0.6
COc1ccc(C2CC(C3C(=O)c4ccccc4C3=O)=NN2)cc1 (stereo not drawn)	11	-40	-1.2	-0.1
COc1ccc(-c2[nH]nc3c2C(c2cccc(OC)c2OC)C(C#N)=C(N)O3)cc1 (stereo not drawn)	-8	-8	0.5	0.0
CC1=C(C(=O)OC(C)C)C(c2ccc(F)cc2)NC(=O)N1 (stereo not drawn)	-1	1	0.4	0.0
CC1(Cc2ccc(C(F)(F)F)nc2)C(=O)Nc2ccc(F)cc21 (stereo not drawn)	17	-3	0.0	0.0
CC(C)CCNC(=O)c1ccc2c(=O)n(CCC3=CCCCC3)c(=S)[nH]c2c1	11	-9	-0.8	0.3
CCOC(=O)c1ccc(NC(=S)NNc2nc(C)cc(C)n2)cc1	3	2	0.2	0.1
O=C(CSc1nc2ccccc2s1)Nc1ccc(Cl)c(C(=O)O)c1	3	10	1.1	0.0
CC(C)N(CCNC(=O)Cc1cn(-c2ccc(NC3CCN(Cc4ccccc4)CC3)nn2)c2ccccc12)C(C)C	0	1	-0.1	0.0
COc1ccc(Oc2coc3cc(OCC(=O)c4ccccc4)ccc3c2=O)cc1	-10	9	-1.7	0.0
C=CCSc1nnc(NC2=NCCCCC2)s1	-1	-30	-0.3	0.2
COc1ccc2nc(N3CCCC(C(=O)NC(C)c4ccccc4)C3)sc2c1 (stereo not drawn)	-19	-1	1.1	-0.3
CC(=O)NNC(=O)CCC(=O)Nc1cccc(Cl)c1C	-10	-7	-1.5	0.0
CCC[C@@H]1NC(=O)[C@H]2CN(S(=O)(=O)c3cccc4ccccc34)CCN2C1=O	-8	-4	2.0	0.0
Cc1cccc(N(CC(=O)NCCSc2ccc(Cl)cc2)S(C)(=O)=O)c1C	-4	6	1.0	-0.1
C/C(Cn1nnc2ccccc21)=N\NC(=O)c1ccc(Br)cc1	21	-9	-0.6	0.2

Further entries
SMILES	MITF inh	TEAD-YAP inh	GPR151 activ	FBW7 activator
CCN(CC)CCCNc1ncnc2scc(-c3ccc(F)cc3)c12	-5	6	0.3	-0.1
COc1ccc(C2C(C(=O)OCC3CCCO3)=C(C)NC3=C2C(=O)CC(C)(C)C3)cc1O (stereo not drawn)	-8	1	2.9	0.0
Cc1ccc(C)c(CNc2ccc3[nH]ncc3c2)c1	22	5	-0.3	0.3
O=C(Nc1nc2ccccc2[nH]1)c1ccc(=O)[nH]c1	8	2	-8.6	0.2
COc1ccc(CCNc2nc(-c3ccc(OC)nc3)nc3c2ncn3C(C)C)cc1	4	3	-1.1	0.1
O=C(NCCN1CCOCC1)c1cc(Sc2ccc(F)cc2)nc2ccccc12	6	-18	0.1	-0.1
CCOC(=O)C1=C(N)N(c2ccccc2)C2=C(C(=O)CC(C)(C)C2)C1c1ccc(Br)s1 (stereo not drawn)	1	10	0.3	-0.2
COc1ccc2c(c1OC)C(=O)OC2Nc1cccc(C)c1 (stereo not drawn)	-1	8	1.1	-0.1
CCCOc1ccc(C(=O)N/N=C\c2c(C)[nH]c(=O)[nH]c2=O)cc1	12	-4	1.6	-1.5
CCN(CCNc1ccc([N+](=O)[O-])cc1Cl)C(=O)c1ccc(C)cc1	5	-1	0.3	0.2
Cc1cc(NC(=O)C(C)NCc2cccs2)no1 (stereo not drawn)	54*	-37	1.1	-0.3
Nc1c(C(=O)Nc2ccccc2)sc(=S)n1-c1ccccc1F	1	-55	0.7	0.0
Cc1ccc(/C=C/C(=O)Nc2cccc(F)c2)o1	-1	-64	4.8	-0.2
O=C1COc2cc(S(=O)(=O)Nc3cccc(Cl)c3)c(Cl)cc2N1	-4	-4	2.6	0.4
CC(=O)C1=C(C)NC(SCC(N)=O)=C(C#N)C1c1ccc(Cl)cc1 (stereo not drawn)	-5	7	-0.3	0.2
CC1CCN(Cc2cc(Cl)c(O)c3ncccc23)CC1	98*	85*	0.7	-0.2
CCN(CC)c1nnc(Cl)c2ccccc12	-6	2	1.8	0.2
CC1CCC(C(C)C)C(OC(=O)C[N+](C)(C)CCOC2CC3CCC2(C)C3(C)C)C1 (stereo not drawn)	-12	31	4.0	-0.3
COc1ccc(N2CCN(C(=O)c3ccc(C)cc3)CC2)c([N+](=O)[O-])c1	8	13	-0.4	0.1
COc1ccc(/C=C/C(=O)NCC(c2cccs2)N2CCOCC2)cc1OC (stereo not drawn)	7	8	-0.8	0.4
COC(=O)c1ccc(CNCCC2CCC(=O)N2CCc2nc3ccccc3n2C)cc1 (stereo not drawn)	16	-9	-1.4	0.0
COC(=O)c1ccc(/C=N/NC(=O)c2cc(-c3ccc(C)o3)[nH]n2)cc1	6	13	3.5	-0.1
O=C1/C(=C/c2ccc(OCc3ccccc3Cl)cc2)SC(=Nc2ccccc2)N1C1CCCCC1	6	3	1.6	0.1
Cc1ccc(OCc2ccc(F)cc2)c(C=O)c1	-11	-23	0.7	0.1
CCOC(=O)c1cc(-c2ccc(/C=C(\C#N)C(N)=C(C#N)C#N)o2)ccc1Cl	16	1	-0.7	0.1

Structural class: the entries above containing bromine (two)
SMILES	MITF inh	TEAD-YAP inh	GPR151 activ	FBW7 activator
C/C(Cn1nnc2ccccc21)=N\NC(=O)c1ccc(Br)cc1	21	-9	-0.6	0.2
CCOC(=O)C1=C(N)N(c2ccccc2)C2=C(C(=O)CC(C)(C)C2)C1c1ccc(Br)s1 (stereo not drawn)	1	10	0.3	-0.2

Further entries.
SMILES	MITF inh	TEAD-YAP inh	GPR151 activ	FBW7 activator
NC(=O)C1CCN(C(c2ccccc2)c2nnnn2C2CCCCC2)CC1 (stereo not drawn)	19	-12	-2.9	0.1
CCc1cc2c(=O)c(-c3ccc4c(c3)OCCCO4)coc2cc1OC(=O)c1ccco1	4	44*	-2.3	0.7
O=C1C2C3C=CC(C4CC34)C2C(=O)N1c1ccc(F)cc1 (stereo not drawn)	5	4	-1.3	1.1
Cc1cccc(OCC(=O)Nc2ccc3nc(N4CCN(c5ncccn5)CC4)cc(C)c3c2)c1	-12	-3	-1.3	-0.1
CCN1C(=O)/C(=C/c2c(NC)nc3ccccn3c2=O)SC1=S	-2	-9	1.3	0.0
COC(=O)c1ccccc1-c1ccc(NC(=O)C2C3CC4OC(=O)C2C4C3)cc1 (stereo not drawn)	8	7	1.5	0.2
CN(C)c1cccc(Nc2cc(C(=O)NCc3ccccc3)ccn2)c1	18	1	0.3	0.7
CC(C)C1=NN(C(=O)c2cccc(F)c2)C(O)(C(F)(F)F)C1 (stereo not drawn)	-10	-2	0.1	0.1
Cc1ccc(C(=O)N2C(=O)C(C)Oc3ccccc32)cc1 (stereo not drawn)	5	7	-0.7	0.2
CCc1ccc(S(=O)(=O)Nc2c(C)n(C)n(-c3ccccc3)c2=O)cc1	0	2	-1.0	-0.1
Cc1cc(OC2CCN(C(=O)c3ccncc3)CC2)ncc1Cl	10	5	-0.4	0.8
O=C(Cc1ccccc1F)N1CCC(c2ncncc2-c2ccncc2)CC1	3	-4	0.2	-0.1
O=C1NC(=O)C(CCc2ccccc2)(C2CCN(Cc3ccc4ncccc4c3)CC2)N1 (stereo not drawn)	-2	11	-0.5	-0.2
CCOC(=O)c1c(NC(=O)c2cccc([N+](=O)[O-])c2)sc(C(=O)Nc2cc(C)ccc2C)c1C	5	0	-1.3	0.2
COc1ccc2ccccc2c1/C=C1/C(=O)N(c2ccccc2)N=C1C	5	-12	-0.5	-0.3
O=C1c2cccc3cccc(c23)C(=O)N1c1nccs1	7	7	0.4	-0.1
COc1cc(C=O)ccc1OCc1csc(C)n1	6	-12	-0.8	0.1
CC(=O)OCC(OC(C)=O)C(OC(C)=O)C(OC(C)=O)C(=O)Nc1ccc([N+](=O)[O-])cc1 (stereo not drawn)	-4	1	0.5	0.1
O=c1[nH]c(N2CCCCC2)nc2c1CCN(Cc1ccc3ccccc3n1)C2	5	10	0.4	0.7
CCc1ccc2[nH]c3nc(NN)nnc3c2c1	-2	-29	0.5	-0.2
CCC(=O)NNC(=O)COc1ccccc1C	5	-3	-0.3	0.2
CC1(C)Cc2nc(NCCc3ccccc3)c(C#N)cc2CO1	-3	-36	0.0	0.2
COc1ccc(C2CC(=O)C3=C(C2)NC(C)=C(C#N)C3c2cccc(F)c2)cc1 (stereo not drawn)	8	10	-0.6	0.1
COc1cc(Nc2nc(SCc3ccncc3)nc3ccccc23)cc(OC)c1	6	2	0.5	0.0
COc1ccc(COC(=O)c2nonc2N)cc1[N+](=O)[O-]	-5	-2	0.8	-0.2

Gathered by group, the entries above with a furan ring, fused or not
SMILES	MITF inh	TEAD-YAP inh	GPR151 activ	FBW7 activator
O=C(CSc1nc2ccccc2c(=O)n1CC1CCC(C(=O)NCc2ccco2)CC1)NCc1ccco1 (stereo not drawn)	19	3	0.7	0.4
Cc1ccc(/C=C/C(=O)Nc2cccc(F)c2)o1	-1	-64	4.8	-0.2
COC(=O)c1ccc(/C=N/NC(=O)c2cc(-c3ccc(C)o3)[nH]n2)cc1	6	13	3.5	-0.1
CCOC(=O)c1cc(-c2ccc(/C=C(\C#N)C(N)=C(C#N)C#N)o2)ccc1Cl	16	1	-0.7	0.1
CCc1cc2c(=O)c(-c3ccc4c(c3)OCCCO4)coc2cc1OC(=O)c1ccco1	4	44*	-2.3	0.7

Additional records:
SMILES	MITF inh	TEAD-YAP inh	GPR151 activ	FBW7 activator
O=c1/c(=C/c2cccc([N+](=O)[O-])c2)sc2nncn12	12	-8	0.4	0.0
CS(=O)(=O)N(CC(=O)Nc1c(F)cccc1F)c1cccc([N+](=O)[O-])c1	-1	1	-0.8	0.3
N#CC1=C(N)Oc2cc(N)ccc2C1c1cccc([N+](=O)[O-])c1 (stereo not drawn)	-2	40*	1.4	0.3
COC(=O)C1=C(C(=O)c2ccc(C)cc2)C(c2cccc(O)c2)n2nnnc2N1 (stereo not drawn)	12	8	-0.7	-0.1
CCOC(=O)C1=C(C)N=c2s/c(=C/c3ccc(N(CC)CC)cc3OC)c(=O)n2C1c1c(OC)ccc2ccccc12 (stereo not drawn)	4	1	0.1	0.0
Cc1ccc(S(=O)(=O)N2CCN(C3CCCCCCC3)CC2)cc1	8	-2	-0.6	-0.3
COCCn1c(=NC(=O)c2ccc3c(c2)OCCO3)sc2cc(S(C)(=O)=O)ccc21	11	5	1.0	-0.1
CCCCNC(=O)C1CC(=O)N(C2CCCCCCC2)C1 (stereo not drawn)	8	1	0.0	0.0
CCC(C)NC(=O)c1cnn2c1NC(c1cccc(OC)c1)CC2C(F)(F)F (stereo not drawn)	2	4	2.3	0.2
Cc1nnc(CN(C)C(=O)CC2(c3ccccc3C)CC(=O)N(Cc3ccccc3)C2=O)o1 (stereo not drawn)	12	-9	-0.7	0.3
C/C(CC(=O)Nc1cccc2c1CCCC2)=N\NC(=O)C(=O)Nc1cccc(Cl)c1C	0	-3	-0.5	0.0
COc1ccccc1N1C(=O)CC(N2CCN(c3ccc(Cl)cc3)CC2)C1=O (stereo not drawn)	4	6	-0.7	-0.2
c1cncc(-c2cc(NC3CCCCC3)nc(-c3ccncc3)n2)c1	-7	4	-0.7	-0.2
O=S(=O)(c1cccc(-c2nnc(SCCOc3ccccc3)o2)c1)N1CCOCC1	10	1	6.5*	0.2
Cc1ccc(-c2c(N3CCC(C)CC3)c(=O)c2=O)cc1C	7	7	-1.1	0.1
CCn1c(-c2ccc(C)cc2)c[nH]c1=S	-11	9	1.3	-0.3
CCS(=O)(=O)c1ccc2oc(SCC(=O)NC(C)C3CC4CCC3C4)nc2c1 (stereo not drawn)	-3	6	0.6	-0.2
COc1cccc(-c2nc(C=Nc3ccc(Cl)c([N+](=O)[O-])c3)c(O)o2)c1	8	-5	-0.8	0.0
C=CCN(C(=O)c1ccc(N2CC3CC(C2)c2cccc(=O)n2C3)c(NC(=O)c2ccc(C(C)(C)C)cc2)c1)c1ccccc1 (stereo not drawn)	6	-3	-0.5	0.5
CC(=O)Nc1c2c(nn1-c1ccc(C)c(C)c1)CS(=O)(=O)C2	-16	1	-0.1	-0.1
Cc1ccc(C)c(S(=O)(=O)N2CCN(c3ccc(-c4cccnc4)nn3)CC2)c1	-7	-6	1.2	-0.3
C=CCn1cc(-c2ccccc2)ccc1=O	12	-14	0.3	0.1
COC(=O)C(=O)CC(=O)c1ccccc1OC	15	10	2.5	0.2

Some of these compounds in order of length of the SMILES, smallest number first:
SMILES	MITF inh	TEAD-YAP inh	GPR151 activ	FBW7 activator
C=CCn1cc(-c2ccccc2)ccc1=O	12	-14	0.3	0.1
O=S(=O)(c1cccc(-c2nnc(SCCOc3ccccc3)o2)c1)N1CCOCC1	10	1	6.5*	0.2
COCCn1c(=NC(=O)c2ccc3c(c2)OCCO3)sc2cc(S(C)(=O)=O)ccc21	11	5	1.0	-0.1

Compounds as they come. Share with any hit: about 3.4%.
